# Screening data from PubChem BioAssay.
# SMARCA2 activ = SMARCA2 (BRM) function activators, primary screen, cell-based, luminescence, high throughput | MG213 cells, MMTV-luciferase reporter, dexamethasone, overnight | activation, % at 9.1 µM | 1% of 370,000 active | AID 652017, 2013; in the data active means activation above about 7.8%;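 further: 0% = vehicle wells and 100% = reference activator wells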
# NR1D1 modulator = modulators of Rev-erb alpha DNA binding, primary screen, biochemical, FITC-DNA, fluorescence polarization, uHTS; Nuclear receptor subfamily 1 group D member 1 (Homo sapiens), P20393; Rev-erbα–FITC-DNA binding, 90 min; activity, % at 10 µM; 0.79% of 370,000 active;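 active means activity above about 14%, limit read from the data; passing the limit was not always enough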;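 further: 0% = DMSO wells with 35 nM protein and 100% = DMSO wells with 750 nM protein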
# Target sequence (P20393 whole entry, looked up): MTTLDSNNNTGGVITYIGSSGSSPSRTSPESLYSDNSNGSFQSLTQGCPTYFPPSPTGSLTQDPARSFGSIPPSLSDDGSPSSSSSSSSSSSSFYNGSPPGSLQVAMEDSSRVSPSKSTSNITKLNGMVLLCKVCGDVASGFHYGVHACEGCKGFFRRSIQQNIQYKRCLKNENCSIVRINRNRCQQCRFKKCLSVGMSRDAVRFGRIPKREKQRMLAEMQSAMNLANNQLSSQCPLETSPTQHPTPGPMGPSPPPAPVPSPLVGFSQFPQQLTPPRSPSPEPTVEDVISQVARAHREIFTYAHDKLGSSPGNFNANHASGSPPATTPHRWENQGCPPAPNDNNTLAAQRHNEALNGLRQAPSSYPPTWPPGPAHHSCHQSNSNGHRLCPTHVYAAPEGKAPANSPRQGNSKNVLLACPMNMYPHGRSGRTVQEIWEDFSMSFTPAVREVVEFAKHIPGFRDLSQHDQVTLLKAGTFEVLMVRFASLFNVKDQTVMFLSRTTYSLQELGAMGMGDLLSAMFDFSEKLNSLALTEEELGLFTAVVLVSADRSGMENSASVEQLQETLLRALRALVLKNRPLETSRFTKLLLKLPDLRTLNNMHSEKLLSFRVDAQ
# hcDAF12 agonist = H. contortus DAF-12 nuclear receptor activators, primary screen, cell-based, luminescence, HEK293, lit1-tk-luc reporter | activation, % at 6.8 µM | HEK293 hcDAF-12 lit1-tk-luc reporter; 0% DMSO, 100% Δ7-dafachronic acid | 1.4% of 370,000 active;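 active means activation above the mean of all tested compounds plus 3 SD, cut at about 5.5% in these data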;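 further: 100% = response to 3 µM Δ7-dafachronic acid high control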
# hgDAF-12 ag = H. glycines DAF-12 receptor agonists, primary screen, cell-based, luminescence, HEK293, GAL4 fusion, UAS-luciferase; Nuclear hormone receptor DAF-12 (Heterodera glycines), GAL4 fusion; HEK293 GAL4-hgDAF12 UAS-luciferase reporter, agonist luminescence; normalized to butyrate control; activation, % at 6.8 µM; 1.8% of 370,000 active; AID 687014, 2013;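 active means activation above a cutoff set at the mean of all screened compounds plus 3 SD, cut at about 10% in these data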;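 further: 0% = DMSO wells and 100% = sodium butyrate wells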
# sPLA2-III inh = human group III sPLA2 inhibitors, primary screen, biochemical, QFRET, BODIPY PC-A2 liposome substrate. Group 3 secretory phospholipase A2 (Homo sapiens), Q9NZ20. QFRET BODIPY PC-A2 liposome hydrolysis, fluorescence. inhibition, % at 12.2 µM. 0.56% of 370,000 active;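 active means inhibition above mean plus 3 SD of compounds lying within the high and low control bounds, cut at about 19% in these data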;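 further: 0% = median of test compound wells and 100% = no enzyme DMSO wells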
# FXN GAA850 act = FXN promoter activators, primary screen, cell-based, luciferase luminescence, HEK293 lucGAA850; HEK293 lucGAA850 FXN promoter luciferase reporter, 24 h; percent of 10 µM SAHA response; activation, % at 6 µM; 0.56% of 360,000 active; AID 540364, 2011;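 active means activation above the average of all compounds screened plus 3 SD, cutoff fixed separately per campaign, cut at about 7.5% in these data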;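 further: 0% = DMSO wells and 100% = 10 µM SAHA wells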
# ssDAF12 agonist = S. stercoralis DAF-12 nuclear receptor activators, primary screen, cell-based, luminescence, HEK293, GRIP1 co-expression, lit1-tk-luc. Nuclear hormone receptor DAF-12 (Strongyloides stercoralis). HEK293 ssDAF-12/GRIP1 lit1-tk-luc reporter; % of 3 µM dafachronic acid response. activation, % at 6.8 µM. 1% of 370,000 active;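 active means activation above the mean over all tested compounds plus 3 SD, cut at about 0.9% in these data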;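 further: 0% = DMSO-only wells and 100% = 3 µM delta7-dafachronic acid wells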
# DAX1 inh-1 = DAX1 (NR0B1) inhibitors, primary screen, cell-based, HEK293, Gal4-DAX1, luciferase luminescence. AID 504766, 2011. HEK293 Gal4-DAX1 luciferase reporter. inhibition, % at 6.75 µM. 0.99% of 340,000 active. Nuclear receptor subfamily 0 group B member 1 (Homo sapiens), P51843;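 active means inhibition above the mean over all tested compounds plus 3 SD, cut at about 4.2% in these data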;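 further: 0% = DAX1-transfected cells with DMSO and 100% = empty-vector control cells with DMSO; inhibition shows as a rise in luminescence from relieved DAX1 repression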
# Target sequence (P51843 207-470 limits assumed): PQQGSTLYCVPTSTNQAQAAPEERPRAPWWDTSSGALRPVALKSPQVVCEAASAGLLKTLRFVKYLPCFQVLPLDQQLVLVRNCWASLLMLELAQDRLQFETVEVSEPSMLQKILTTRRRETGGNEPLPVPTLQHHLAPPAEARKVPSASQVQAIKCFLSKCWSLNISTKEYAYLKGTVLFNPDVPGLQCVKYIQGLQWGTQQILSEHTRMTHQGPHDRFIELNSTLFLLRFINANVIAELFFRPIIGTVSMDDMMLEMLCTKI
# DAX1 inh-2 = DAX1 (NR0B1) inhibitors on StAR promoter, primary screen, cell-based, luminescence, SF-1 (NR5A1), full-length DAX-1 | 1.1% of 370,000 active | AID 652010, 2013 | inhibition, % at 6.8 µM | HEK293T StAR-luciferase reporter, SF-1/DAX-1 repression relief;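 active means inhibition above the mean over all tested compounds plus 3 SD, cut at about 3.6% in these data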;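 further: 0% = DAX-1 cells with DMSO and 100% = cells lacking DAX-1 with DMSO; higher inhibition means more luminescence from relief of DAX-1 repression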
# PLCb3 inh = human PLC-beta3 inhibitors, primary screen, biochemical, fluorescence. 1-phosphatidylinositol 4,5-bisphosphate phosphodiesterase beta-3 (Homo sapiens), Q01970. Purified PLC-beta3, fluorogenic substrate. inhibition, % at 12.2 µM. 0.18% of 370,000 active. AID 720704, 2013; in the data active means inhibition above about 11%;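 further: 0% = median of compound wells on plate and 100% = full blocker control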
# PG9 binder = binders of HIV-1 gp120 antibody PG9, primary screen, biochemical, TR-FRET; 0.43% of 360,000 active; HIV-1 gp120 / PG9 antibody interaction; inhibition, % at 6.7 µM; TR-FRET gp120-PG9 antibody binding; in the data active means inhibition above about 8.5%
# * hit, by the source's call; i = inactive; nt = no result given; & = joins results of further samples; ! = not confirmed by another sample. Not all compounds are listed; rates above refer to the full screens.
SMILES,SMARCA2 activ,NR1D1 modulator,hcDAF12 agonist,hgDAF-12 ag,sPLA2-III inh,FXN GAA850 act,ssDAF12 agonist,DAX1 inh-1,DAX1 inh-2,PLCb3 inh,PG9 binder
Cc1ccc2c(c1)N(N=O)CCC2,-1,1,2.6,-0.2,-5,2.9,-1.4,1.9,0.4,2,-1.1
COc1cc(/C=C/C(=O)c2c(O)n(CCc3ccccc3)c(=O)[nH]c2=O)ccc1O,0,0,-0.5,-0.4,-6,1.2,-1.5,0.4,0.0,-11,0.0
COc1ccc(C2NCc3ccccc3-n3cccc32)cc1 (configuration not stated),0,-1,0.0,0.3,3,-3.3,-0.9,0.7,-1.5,1,0.7
O=C(c1ccc(Cl)cc1)C1CCCN(Cc2cccc3cnccc23)C1 (configuration not stated),-3,1,-2.2,-6.4,-1,0.8,-1.6,-1.1,-1.9,-3,0.2
C/C(=N\N(C)c1ccccc1)c1c(O)[nH]c(=O)[nH]c1=O,-1,0,-1.4,0.0,2,4.5,-1.0,-0.3,-0.2,-7,-0.8
CCn1c(O)c(C=Nc2ccc(N3CCOCC3)cc2)c(=O)n(CC)c1=S,-2,0,-0.6,-2.8,5,-0.7,-1.0,-0.9,-0.4,-16,-2.4
COC(=O)C1=C(c2ccccc2OCc2ccccc2)C[C@@H]2CC[C@H]1N2C(=O)NC1CCN(Cc2ccccc2)CC1,1,-4,-2.2,-1.4,-11,-8.8,-1.8,-1.3,-0.1,7,-2.4
Cc1ccsc1C(=O)C1CCCN(Cc2cnc(N3CCOCC3)s2)C1 (configuration not stated),-7,6,-2.4,-2.5,7,-0.3,-1.2,-0.9,-2.1,-1,-0.3
c1ccc2sc(C3CCNCC3)nc2c1,-3,-3,2.4,-3.1,10,-1.2,-1.4,-0.5,0.0,-6,1.1
CCC(=O)OC1(c2cccc(C)c2)CC(C)N(C)CC1C (configuration not stated),-1,-1,-1.4,-0.1,5,-2.4,-1.4,-0.6,0.0,-2,-0.2
Nc1cncc(C(=O)O)c1,-6&-2,2&-6,1.1&0.4,1.6&-0.9,21*!,2.6&0.4,-1.0&-1.3,0.1&0.6,0.2&0.4,-7&-1,1.6&-0.2
CCCOC(=O)C1C2CCC(O2)C1C(=O)O (configuration not stated),1,-9,-0.6,1.4,2,3.6,-0.6,-0.4,-0.3,-2,-0.5
CN1OC[C@@H]2CN[C@H](c3ccc(Br)cc3)C[C@@H]21,-2,-1,0.9,-0.2,-2,-0.4,-0.9,0.3,0.6,5,2.0
COc1ccc(NC(=O)c2c(C)nn(Cc3ccccc3Cl)c2Cl)cc1Cl,3,1,0.2,-0.8,1,3.9,-1.6,1.5,0.0,3,0.9
O=C(c1cccn2c(=O)c3cc(Cl)ccc3nc12)N1CCC2(CC1)OCCO2,1,2,-0.3,1.8,-1,3.1,-1.3,0.9,1.4,i,0.9
c1ccc(P(c2ccccn2)c2ccccn2)cc1,-1,5,-1.0,1.9,3,-3.7,-1.4,1.8,0.1,-2,0.3
NC(=O)Cn1cc(C=C2C(=O)NC(=O)NC2=O)c2ccccc21,-2,1,-0.1,-1.9,1,0.7,-0.5,1.4,-0.3,-3,0.2
O=C(C1CC(c2ccc(Cl)c(Cl)c2)=NO1)N1CCC2(CC1)OCCO2 (configuration not stated),1,1,1.8,4.6,2,3.9,-0.7,0.7,2.5,1,-0.3
Nc1c(C(=O)OC2CCCCC2)c2nc3ccccc3nc2n1CC1CCCO1 (configuration not stated),-3,2,-1.0,-1.7,4,0.2,-1.2,-2.6,-1.2,i,-0.8
Cc1cc(N2CCNC[C@H]2C)ccc1N1CC[C@@H](O)C1,-2,0,3.5,2.6,10,nt,-0.5,nt,-0.8,-6,-0.9
Fc1ccccc1CN1CCN(c2ccc(Cl)cc2)CC1,-1,1,1.8,2.1,7,0.5,-1.0,2.0,0.2,-4,-2.8
Cc1[nH]c2ccccc2c1CCNCc1cccnc1,0,2,1.3,4.3,2,2.6,-1.0,0.0,0.9,-5,0.0
O=C(c1cc2ccccn2n1)N1CCC2(CC1)OCCO2,-3,2,0.9,-1.0,4,1.9,-1.0,1.3,-0.3,4,-0.4
CCc1cc(=O)oc2c(C)c(OCC(=O)N3C[C@H]4C[C@@H](C3)c3cccc(=O)n3C4)ccc12,-1,7,-1.1,2.3,-4,-0.5,-1.7,4.1,-0.1,5,-0.7
CC1([N+](=O)[O-])COP(=O)(Nc2cccc(Cl)c2)OC1 (configuration not stated),-5,-3,-0.7,1.8,9,2.2,-1.0,0.4,-1.3,-1,-0.5
Cc1cccc(NC2=NCCCS2)c1C,-1,-3,-1.2,2.7,6,0.5,-1.7,-0.7,-0.1,0,-1.0
CCOC(=O)C1=C(NC(=S)NC(=O)c2ccccc2)c2ccccc2CC12CCCC2,1,1,-2.1,-10,3,-4.8,-2.3,-3.5,-0.5,3,-0.1
CCCCn1c(=O)c(C(=O)NCCc2ccccc2)c(O)c2ccccc21,-2,3,-2.1,0.8,0,0.7,-1.9,5.1*,-0.1,-6,0.1
COC(=O)C(O)(c1ccc(NC(=O)c2cccs2)c(C)c1)C(F)(F)F (configuration not stated),-5,0,-2.0,-3.5,7,-0.7,-1.4,1.2,-0.3,-9,0.5
S=C=Nc1cccc(C2(N3CCCCC3)CCCCC2)c1,11*,5,-1.1,-0.5,11,-5.3,-1.3,-0.7,0.5,2,-0.5
O=C(c1ccc2c(c1)ncn2-c1ccc(F)cc1F)N1CCC2(CC1)OCCO2,-1,6,-0.5,1.4,1,-0.1,-1.3,1.5,-0.3,-2,0.2
CCc1nc2ccccc2c(=O)n1-c1ccc2ccccc2c1,-5,2,-1.3,-4.3,0,-1.8,-0.8,-0.8,0.1,-2,1.2
COc1ccc(N/N=C/c2c(O)n(-c3ccc(C)c(C)c3)c(=O)[nH]c2=O)cc1,-2,-3,-1.5,-3.5,-1,0.8,-0.2,-3.1,-0.5,-11,-2.0
O=C(Cc1ccccc1)OCCN1CCOCC1,0,3,0.8,-1.8,-3,2.1,-1.9,0.5,-0.1,1,-2.3
O=C1NC(=O)N(Cc2ccccc2)C(=O)/C1=C/N1CCCc2ccccc21,-4,-2,5.8*,4.0,-3,1.1,0.0,2.8,-0.4,-91,-0.8
COC(=O)c1c(C)[nH]c(C(=O)C(Cc2ccccc2)N(C)C)c1C (configuration not stated),-3,5,6.4*,1.9,-3,2.2,-0.1,-0.3,0.0,1,3.1
CNCCCc1ccccc1,0,0,-1.8,1.9,-8,-1.2,-1.5,-0.4,0.0,0,-0.5
O=c1c2ccccc2nc(CSc2ncnc3nc[nH]c23)n1-c1ccccc1,-1,-3,-0.6,1.2,-7,-0.5,-0.9,0.8,-0.3,2,0.6
O=C1/C(=C/c2ccccc2Cl)N2CCC1CC2,4,0,-0.4,0.2,0,1.2,-1.5,1.2,-0.3,-7,1.6
CC(C(N)=O)N1CC(c2ccccc2)CC1=O (configuration not stated),2,3,-0.8,-3.6,2,0.8,-0.8,-0.9,0.3,0,-0.1
CN1CC(C(=O)c2ccccc2)C(c2ccccc2)C1 (configuration not stated),-2,-3,-1.6,4.1,-18,1.2,-0.8,-0.2,0.7,-5,-1.8
C#CC[N+]1(C)C2CCC1CC(O)C2 (configuration not stated),-1,-5,-0.6,-0.4,3,0.1,-1.0,-0.4,0.1,-6,1.7
C[C@]12CC[C@@H](O)C[C@@H]1CC[C@@H]1[C@@H]2CC[C@]2(C)C(=O)CC[C@@H]12,-7,-3,-1.1,0.0,10,-1.7,-1.2,-0.6,-1.1,-2,-0.9
O=C1NCN(c2ccccc2)C12CCN(C(c1ccccc1)c1nnnn1-c1ccc3c(c1)OCCO3)CC2 (configuration not stated),-1,2,-1.3,-3.4,15,nt,-1.2,nt,-1.3,3,1.0
COC(=O)C1=C(c2ccc(F)cc2F)C[C@@H]2CC[C@H]1N2C(=O)NCc1ccc(F)cc1,0,-6,-0.5,0.7,2,0.6,-1.4,-0.2,0.1,4,-1.4
CC(C)N1OC2CC1c1nc3ccccc3n1C2 (configuration not stated),-1,3,1.0,-0.3,7,0.2,-1.1,-0.5,-0.3,-12,0.8
CC[C@@H](CO)NC(=O)[C@@H]1C=C2c3cccc4c3c(cn4C)C[C@H]2N(C)C1,-6&-2,5&3&7,0.2&-1.1,-1.0&-1.3,0&0,2.0&-2.1,-1.6&-1.5,-0.4&0.1,-1.2&-1.1,-268&-166,-11&-9.4
O=c1[nH]c(=O)n(-c2ccccc2)c(O)c1/C=C/C=Nc1ccccc1,2,15,-0.1,-0.2,-26,0.8,-0.3,1.3,-0.4,-1,-5.2

# A different layout for five compounds above:
structure	SMARCA2 activ	NR1D1 modulator	hcDAF12 agonist	hgDAF-12 ag	sPLA2-III inh	FXN GAA850 act	ssDAF12 agonist	DAX1 inh-1	DAX1 inh-2	PLCb3 inh	PG9 binder
O=c1[nH]c(=O)n(-c2ccccc2)c(O)c1/C=C/C=Nc1ccccc1	2	15	-0.1	-0.2	-26	0.8	-0.3	1.3	-0.4	-1	-5.2
C[C@]12CC[C@@H](O)C[C@@H]1CC[C@@H]1[C@@H]2CC[C@]2(C)C(=O)CC[C@@H]12	-7	-3	-1.1	0.0	10	-1.7	-1.2	-0.6	-1.1	-2	-0.9
O=C1NCN(c2ccccc2)C12CCN(C(c1ccccc1)c1nnnn1-c1ccc3c(c1)OCCO3)CC2 (configuration not stated)	-1	2	-1.3	-3.4	15	nt	-1.2	nt	-1.3	3	1.0
CN1CC(C(=O)c2ccccc2)C(c2ccccc2)C1 (configuration not stated)	-2	-3	-1.6	4.1	-18	1.2	-0.8	-0.2	0.7	-5	-1.8
CC(C)N1OC2CC1c1nc3ccccc3n1C2 (configuration not stated)	-1	3	1.0	-0.3	7	0.2	-1.1	-0.5	-0.3	-12	0.8
